Assay outcomes as filed in PubChem.
Giardia FBPA inh: qHTS Assay for Inhibitors of Fructose-1,6-bisphosphate Aldolase from Giardia Lamblia. Potency, µM (highest dose often 59.6 µM), for the others: at the highest dose activity, negative = inhibition, actives largely listed as inhibitors. 290,000 tested, 0.71% active. purified Giardia FBPA. A8B2U2; note: potency is the fitted concentration of half-maximal effect; nearly all actives have a fitted effect of over 55% in size
Target sequence (A8B2U2 whole entry, looked up): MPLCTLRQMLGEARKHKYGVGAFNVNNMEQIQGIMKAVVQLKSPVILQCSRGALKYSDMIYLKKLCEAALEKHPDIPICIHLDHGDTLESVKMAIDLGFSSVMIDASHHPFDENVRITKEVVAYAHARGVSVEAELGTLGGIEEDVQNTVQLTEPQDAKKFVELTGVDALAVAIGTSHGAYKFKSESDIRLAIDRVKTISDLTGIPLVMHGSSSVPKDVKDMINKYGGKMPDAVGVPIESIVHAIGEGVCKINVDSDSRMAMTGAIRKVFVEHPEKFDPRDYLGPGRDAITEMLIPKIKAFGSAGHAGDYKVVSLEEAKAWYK
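Giardia FBPA (40 nM reagent) was preincubated 10 min at RT with compound (up to 57.5 uM final), then substrate plus GAPDH/TPI/NAD/arsenate coupling system with diaphorase/resazurin was added; resorufin fluorescence (525/598 nm) was read after 20 min.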
Sm TGR block: qHTS Assay for the Inhibitors of Schistosoma Mansoni Peroxiredoxins. 360,000 tested, 3% active. Potency, µM (titrated, usually from 114 µM), for the others: at the highest dose activity change, negative = inhibition, usual class: inhibitors. Schistosoma mansoni thioredoxin glutathione reductase (TGR), Q962Y6. AID 485364, 2010. purified TGR, DTNB reduction, TNB absorbance 405 nm; note: potency is the fitted concentration of half-maximal effect; nearly all actives have a fitted effect of over 60% in size
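First, TGR (20 nM dispensed) and NADPH were mixed with compound. Second, a 15 min room-temperature incubation followed. Third, further NADPH and then DTNB were added to start the reaction. Finally, TNB absorbance was monitored kinetically.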
HCMV antiviral: qHTS Assay for inhibitors of the human cytomegalovirus (HCMV); activity change, negative = inhibition, % at 57.5 µM; HFF cells, HCMV-luciferase reporter, 72 h; hits give low values; 410,000 tested, 4.5% active; in the data active = activity change below about -60%; inconclusive = no clear call, values can overlap the other calls; inactive = above about -39%
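Human foreskin fibroblasts infected with luciferase-reporter HCMV at MOI 1 PFU/cell, compounds at two doses. Luciferase measured 72 h post infection; normalized to buffer-only basal and Salinomycin (10uM) controls.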
AmpC detergent: qHTS Inhibitors of AmpC Beta-Lactamase (assay with detergent). P00811. AmpC hydrolysis of nitrocefin, absorbance 480 nm, 0.01% Triton. Potency, µM (top dose mostly 114 µM), for the others: at the highest dose activity change, negative = inhibition, usual class: inhibitors. 370,000 tested, 0.041% active;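 note: potency is the fitted concentration of half-maximal effect; 0% = no-compound wells and -100% = no-enzyme wells; nearly all actives have a fitted effect of over 25% in size; some results filed as inactive show a strong effect at the top dose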
Target sequence (P00811 whole entry, looked up): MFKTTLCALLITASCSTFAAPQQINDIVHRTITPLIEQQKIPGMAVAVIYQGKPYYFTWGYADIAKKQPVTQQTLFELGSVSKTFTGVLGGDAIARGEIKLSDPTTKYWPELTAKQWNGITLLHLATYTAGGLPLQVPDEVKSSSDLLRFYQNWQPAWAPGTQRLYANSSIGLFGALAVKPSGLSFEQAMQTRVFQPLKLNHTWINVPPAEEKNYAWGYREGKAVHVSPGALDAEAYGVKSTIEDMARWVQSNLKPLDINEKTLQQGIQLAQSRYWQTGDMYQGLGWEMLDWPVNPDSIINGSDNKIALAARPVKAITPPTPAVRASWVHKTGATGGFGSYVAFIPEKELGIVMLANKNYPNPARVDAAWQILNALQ
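AmpC (5.3 nM in the dispensed reagent) in 20 mM phosphate pH 7.0 with 0.01% (detergent screen) or 0.0001% Triton X-100 was preincubated with compounds for 15 min at room temperature. Nitrocefin was then added from an 800 uM solution, and hydrolysis was followed at 480 nm.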
AmpC no deterg: qHTS Inhibitors of AmpC Beta-Lactamase (assay without detergent). P00811. 330,000 tested, 0.52% active. AmpC nitrocefin hydrolysis, absorbance 480 nm, 0.0001% Triton. Potency, µM (series often up to 57.1 µM), without a hit: at the highest dose activity change, negative = inhibition, usual class: inhibitors;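 note: potency is the fitted concentration of half-maximal effect; plate controls were no compound for no effect and no enzyme for full effect; nearly all actives have a fitted effect of over 20% in size; some results filed as inactive show a strong effect at the top dose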
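AmpC (5.3 nM in the dispensed reagent) in 20 mM phosphate pH 7.0 with 0.01% (detergent screen) or 0.0001% Triton X-100 was preincubated with compounds for 15 min at room temperature. Nitrocefin was then added from an 800 uM solution, and hydrolysis was followed at 480 nm.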
AMA1-RON2 inh: qHTS for Inhibitors of AMA1-RON; Towards Development of Antimalarial Drug Lead: Primary Screen; AlphaScreen AMA1-biotinylated RON2 peptide binding; Plasmodium falciparum AMA1 (3D7) - RON2 peptide interaction; Potency, µM (series often up to 58.2 µM), for inactives: at the top dose activity change, negative = inhibition, usual class: inhibitors; 360,000 tested, 0.2% active; AID 720542, 2013;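 note: potency is the fitted concentration of half-maximal effect; 0% = vehicle wells and -100% = peptide control; nearly all actives have a fitted effect of over 45% in size; some results filed as inactive show a strong effect at the top dose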
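AMA1 (3D7) with his tag at 25 nM final met compounds first, then biotinylated RON2 peptide at 25 nM; detection used donor plus acceptor beads, 10 µg/mL apiece, read by AlphaScreen after 30 min at room temperature.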
* = called active by the depositor; [ ] = dose if it differs, or a comment. Unless noted, calls come from the whole dose curve; as a rule, active = well fitted curve in the direction sought with a large enough effect; inconclusive = small, poorly fitted or top-dose-only effect, or another doubt; inactive = no such curve, though single readings can be large; an effect the other way counts as inactive or inconclusive. Unless noted, % is set by controls: 0 for no effect and ±100 for the full control effect.

How did CC(C)CCNC(=O)c1c(N)n(Cc2ccc3c(c2)OCO3)c2nc3ccccc3nc12 do in these assays?
Giardia FBPA inh: inconclusive; Sm TGR block: -25%; HCMV antiviral: -34; AmpC detergent: inconclusive; AmpC no deterg: -17%; AMA1-RON2 inh: 3%

Results for CCN(CC)C(=O)CSc1nnc(CNc2ccc(F)cc2)n1-c1ccccc1 ?
Giardia FBPA inh: 5%; Sm TGR block: inconclusive; HCMV antiviral: 3; AmpC detergent: inconclusive; AmpC no deterg: 78%[activator]; AMA1-RON2 inh: -3%

Results for O=C(COc1ccc(S(=O)(=O)NC2CCCCC2)cc1Cl)NCc1ccc2c(c1)OCO2 ?
Giardia FBPA inh: 0%; Sm TGR block: 11%; HCMV antiviral: -12; AmpC detergent: -8%; AmpC no deterg: 19%; AMA1-RON2 inh: -8%

How did CCOC1(NC(=O)c2ccccc2)C(C)=CC(=O)C=C1C do in these assays?
Giardia FBPA inh: -8%; Sm TGR block: 25µM*; HCMV antiviral: 8; AmpC detergent: 0%; AmpC no deterg: -17%; AMA1-RON2 inh: -7%

How did CCCCCCCCC(=O)NCCOc1ccc(OC)cc1 do in these assays?
Giardia FBPA inh: 4%; Sm TGR block: 7%; HCMV antiviral: -35; AmpC detergent: 1%; AmpC no deterg: 4%; AMA1-RON2 inh: 14%

What do the screens show for `COc1ccc(CN(C)C(=O)Cn2cnc3c(SC)nc(N)nc32)cc1OC`?
HCMV antiviral: -24; AmpC no deterg: -3%; AMA1-RON2 inh: 0%

Results for O=C(NCC1CCCO1)C1CCC(N2C(=O)c3ccccc3C2=O)CC1 (centres undefined) ?
Giardia FBPA inh: 3%; Sm TGR block: 2%; HCMV antiviral: -7; AmpC detergent: inconclusive; AmpC no deterg: -5%; AMA1-RON2 inh: -2%

How did Cc1ccc(CNC(=O)CSc2ncc3c(n2)-c2ccc(Cl)cc2N(Cc2ccccc2)S3(=O)=O)cc1 do in these assays?
Sm TGR block: 2%; HCMV antiviral: 3; AmpC detergent: -5%

What do the screens show for `CNc1ccccc1C(=O)OC(C)C(=O)Nc1ccc(S(=O)(=O)N2CCCC2)cc1` (centres undefined)?
Sm TGR block: 0%; HCMV antiviral: 46; AmpC detergent: 1%; AmpC no deterg: -27%; AMA1-RON2 inh: 26%

What do the screens show for `CCCc1cc(=O)[nH]c(SCC(=O)N(C)C2CCS(=O)(=O)C2)n1` (centres undefined)?
Giardia FBPA inh: -7%; Sm TGR block: 5%[11.4 µM]; HCMV antiviral: -3; AmpC detergent: -8%; AmpC no deterg: -11%; AMA1-RON2 inh: 20%

What do the screens show for `COc1ccc(Cn2c(C)c(C)c(C#N)c2NC(=O)Nc2ccc(F)cc2)cc1`?
Giardia FBPA inh: -2%; Sm TGR block: inconclusive; HCMV antiviral: -9; AmpC detergent: -10%; AmpC no deterg: -35%; AMA1-RON2 inh: -13%

What do the screens show for `CCOC(=O)CN1C(=O)COc2ccc(Cl)cc21`?
Giardia FBPA inh: 17%; Sm TGR block: 0%; HCMV antiviral: -3; AmpC detergent: inconclusive; AmpC no deterg: -9%; AMA1-RON2 inh: 1%

How did CN1CCN(S(=O)(=O)c2cccc(C(=O)Nc3sccc3C#N)c2)CC1 do in these assays?
Sm TGR block: inconclusive; HCMV antiviral: -7; AmpC detergent: -4%; AmpC no deterg: -43%; AMA1-RON2 inh: -4%

How did COc1cc2c(cc1NC(=O)COC(=O)/C=C/c1ccccc1)oc1ccccc12 do in these assays?
Giardia FBPA inh: 4%; Sm TGR block: 0%; HCMV antiviral: -21; AmpC detergent: 1%; AmpC no deterg: -6%; AMA1-RON2 inh: 0%

Results for CCN(CC)CCCn1c2c(c(SCC(=O)Nc3ccc4c(c3)OCCO4)nc1=O)CCC2 ?
Sm TGR block: -11%; HCMV antiviral: -20; AmpC detergent: inconclusive; AmpC no deterg: -1%; AMA1-RON2 inh: -2%

How did CSc1nnc(-c2sccc2-n2cccc2)o1 do in these assays?
Giardia FBPA inh: 2%; Sm TGR block: -2%; HCMV antiviral: 10; AmpC detergent: -12%; AmpC no deterg: -39%; AMA1-RON2 inh: -20%

Results for CCN(CC)c1ccc(/C=N/NC(=O)c2nnn(-c3nonc3N)c2C(C)C)c(O)c1 ?
Sm TGR block: -3%; HCMV antiviral: -102*; AmpC detergent: 0%; AmpC no deterg: -17%; AMA1-RON2 inh: 43%[activator]

What do the screens show for `CC(C)OCCCNC(=O)c1ccc(-n2c(-c3ccccc3)cc3c2CCCC3)cc1`?
Sm TGR block: -1%; HCMV antiviral: 39; AmpC detergent: 24%

What do the screens show for `CCCSc1nsc(SCCC)c1C#N`?
Giardia FBPA inh: 2%; Sm TGR block: -25%; HCMV antiviral: 4; AmpC detergent: inconclusive; AmpC no deterg: -17%; AMA1-RON2 inh: 4%

What do the screens show for `Cc1occc1C(=O)N=Nc1c(O)n(C)c2ccccc12`?
Giardia FBPA inh: 4%; Sm TGR block: -27%; HCMV antiviral: 70; AmpC detergent: -12%; AmpC no deterg: -11%; AMA1-RON2 inh: 20%

How did Cc1ccc(/C([O-])=C(/C(=S)NCc2ccco2)[n+]2ccccc2)cc1 do in these assays?
Giardia FBPA inh: -24%; Sm TGR block: inconclusive; AmpC detergent: inconclusive; AmpC no deterg: -15%

How did O=C(NCC1CCCO1)c1ccc(Cl)c(S(=O)(=O)Nc2ccccc2)c1 (centres undefined) do in these assays?
Sm TGR block: -1%; HCMV antiviral: -2; AmpC detergent: 4%; AmpC no deterg: -32%; AMA1-RON2 inh: 21%

Results for Cc1ccccc1C1c2[nH]c3ccccc3c2CCN1Cc1cccn1-c1ncccn1 (centres undefined) ?
Giardia FBPA inh: 0%; Sm TGR block: -4%; HCMV antiviral: -29; AmpC detergent: 4%; AmpC no deterg: 3%; AMA1-RON2 inh: 0%

What do the screens show for `O=C(CNC(=O)c1ccc(Cl)cc1Cl)OCc1nnc(-c2ccccc2)o1`?
Sm TGR block: -3%; HCMV antiviral: -10; AmpC detergent: 0%; AmpC no deterg: -13%; AMA1-RON2 inh: 12%

At a glance, part of the list above.
Results for CCN(CC)CCCn1c2c(c(SCC(=O)Nc3ccc4c(c3)OCCO4)nc1=O)CCC2 ?
Sm TGR block: -11%; HCMV antiviral: -20; AmpC detergent: inconclusive; AmpC no deterg: -1%; AMA1-RON2 inh: -2%

How did CSc1nnc(-c2sccc2-n2cccc2)o1 do in these assays?
Giardia FBPA inh: 2%; Sm TGR block: -2%; HCMV antiviral: 10; AmpC detergent: -12%; AmpC no deterg: -39%; AMA1-RON2 inh: -20%

Results for CCN(CC)c1ccc(/C=N/NC(=O)c2nnn(-c3nonc3N)c2C(C)C)c(O)c1 ?
Sm TGR block: -3%; HCMV antiviral: -102*; AmpC detergent: 0%; AmpC no deterg: -17%; AMA1-RON2 inh: 43%[activator]

Additional entries follow.
How did COc1ccccc1N1N=C(C(=O)c2ccccc2)C2C(=O)N(c3ccc(Br)cc3)C(=O)C21 (centres undefined) do in these assays?
Giardia FBPA inh: -7%; Sm TGR block: -23%; HCMV antiviral: 11; AmpC detergent: 0%; AmpC no deterg: -23%; AMA1-RON2 inh: 3%

How did Cc1nn(C2CCS(=O)(=O)C2)c(C)c1CN(C)C(=O)c1ccc(Cl)cc1 (centres undefined) do in these assays?
Sm TGR block: 5%; HCMV antiviral: -6; AmpC detergent: 9%; AmpC no deterg: 2%; AMA1-RON2 inh: 17%

What do the screens show for `O=C1NC(c2ccccc2)Nc2c1sc(=S)n2-c1ccccc1` (centres undefined)?
Giardia FBPA inh: 1%; Sm TGR block: -8%; HCMV antiviral: -104*; AmpC detergent: -5%; AmpC no deterg: -31%; AMA1-RON2 inh: 0%

What do the screens show for `COc1cc2cc(C(=O)N[C@@H](Cc3ccccc3)C(=O)O)n(C)c2c(OC)c1OC`?
Giardia FBPA inh: -11%; Sm TGR block: -2%; HCMV antiviral: 63; AmpC detergent: -10%; AmpC no deterg: -24%; AMA1-RON2 inh: 0%

What do the screens show for `Cc1ccc(-n2[nH]c(C)c(C=Nc3ccc(S(=O)(=O)Nc4nccs4)cc3)c2=O)cc1C`?
Giardia FBPA inh: -4%; Sm TGR block: -13%; HCMV antiviral: 19; AmpC detergent: -3%; AmpC no deterg: -41%; AMA1-RON2 inh: 37%[activator]

What do the screens show for `O=S(=O)(Nc1cc(S(=O)(=O)N2CCOCC2)ccc1N1CCCC1)c1cccs1`?
Giardia FBPA inh: -7%; Sm TGR block: -19%; HCMV antiviral: -37; AmpC detergent: -15%; AmpC no deterg: -37%; AMA1-RON2 inh: 22%

Results for CCOC(=O)c1c(C)[nH]c(C)c1S(=O)(=O)NCC(=O)Nc1ccc(C)c(N(C)C)c1 ?
Sm TGR block: 14%; HCMV antiviral: 0; AmpC detergent: 0%

Results for COc1cc(OC)cc(C(=O)NC(C(=O)Nc2ccc(N3CCOCC3)cc2)C(C)C)c1 (centres undefined) ?
Sm TGR block: 0%; HCMV antiviral: -3; AmpC detergent: -19%; AmpC no deterg: 36%; AMA1-RON2 inh: 4%

What do the screens show for `COc1ccccc1CNS(=O)(=O)c1cnc(N)nc1`?
Sm TGR block: 0%; HCMV antiviral: inconclusive; AmpC detergent: 4%

Results for O=C1/C(=C/c2ccncc2)N=C2CCCCCN12 ?
Giardia FBPA inh: -7%; Sm TGR block: -16%; HCMV antiviral: -31; AmpC detergent: -8%; AmpC no deterg: -3%; AMA1-RON2 inh: -1%

What do the screens show for `COc1ccc(NC(=O)CSc2nnc(C3CC3)n2-c2ccccc2)cc1`?
Giardia FBPA inh: 2%; Sm TGR block: 0%; HCMV antiviral: -8; AmpC detergent: -3%; AmpC no deterg: 19%; AMA1-RON2 inh: 16%

How did O=C(COC(=O)CNS(=O)(=O)/C=C/c1ccccc1)Nc1cc(S(=O)(=O)N2CCCCC2)ccc1Cl do in these assays?
Giardia FBPA inh: 0%; Sm TGR block: 13%; HCMV antiviral: inconclusive; AmpC detergent: 0%; AmpC no deterg: -47%; AMA1-RON2 inh: 12%

How did N#CCOc1ccccc1/C=C/c1nc2ccccc2c(=O)[nH]1 do in these assays?
Giardia FBPA inh: -14%; Sm TGR block: 0%; HCMV antiviral: -8; AmpC detergent: inconclusive; AmpC no deterg: -35%; AMA1-RON2 inh: inconclusive

What do the screens show for `COc1cccc(-n2c(COc3ccc(C)cc3)nnc2SCC(=O)O)c1`?
Giardia FBPA inh: 20%; Sm TGR block: -14%; HCMV antiviral: -28; AmpC detergent: -8%; AmpC no deterg: -5%; AMA1-RON2 inh: -5%
